# EPAC2 antag – qHTS for Antagonist of cAMP-regulated guanine nucleotide exchange factor 2 (EPAC2): primary screen | Rap guanine nucleotide exchange factor 4 (Homo sapiens), Q8WZA2 | EPAC2 GEF exchange of Rap1B-BODIPY-GDP, fluorescence | Potency, µM (titrated, usually from 114 µM), without a hit: top-dose activity, negative = inhibition, usual class: inhibitors | 360,000 compounds, 0.18% hits; note: potency is the fitted concentration of half-maximal effect; % is set by controls: 0 for no effect and ±100 for the full control effect; nearly all actives have a fitted effect of over 45% in size; many of its hits are not listed in these tables
# aSyn rescue – qHTS of alpha-syn Inhibitors; Yeast expressing alpha-synuclein, growth rescue, BacTiter-Glo, 24 h; Potency, µM (top dose mostly 46.1 µM), without a hit: top-dose growth rescue (activation), actives largely listed as activators; 370,000 compounds, 0.14% hits; AID 652106, 2013; note: potency is the fitted concentration of half-maximal effect; % of control where 0% means no effect; nearly all actives have a fitted effect of over 65% in size
#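 Rescue of yeast growth: cells expressing toxic alpha-synuclein, induced in galactose at OD600 0.02, incubated with compound 24 h at 30 C. ATP luminescence quantified growth; inhibitors of toxicity appear as activators.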
# DRD3 agonist – qHTS of D3 Dopamine Receptor Agonist: qHTS; D(3) dopamine receptor (Homo sapiens), P35462; 410,000 compounds, 0.58% hits; AID 652048, 2013; max activation, %; D3R DiscoveRx beta-arrestin cells, luminescence, 90 min; in the data active = max activation above about 30%; note: 0% is about no effect; mostly tested at two doses, the higher about 12 µM
# Target sequence (P35462 whole entry, looked up): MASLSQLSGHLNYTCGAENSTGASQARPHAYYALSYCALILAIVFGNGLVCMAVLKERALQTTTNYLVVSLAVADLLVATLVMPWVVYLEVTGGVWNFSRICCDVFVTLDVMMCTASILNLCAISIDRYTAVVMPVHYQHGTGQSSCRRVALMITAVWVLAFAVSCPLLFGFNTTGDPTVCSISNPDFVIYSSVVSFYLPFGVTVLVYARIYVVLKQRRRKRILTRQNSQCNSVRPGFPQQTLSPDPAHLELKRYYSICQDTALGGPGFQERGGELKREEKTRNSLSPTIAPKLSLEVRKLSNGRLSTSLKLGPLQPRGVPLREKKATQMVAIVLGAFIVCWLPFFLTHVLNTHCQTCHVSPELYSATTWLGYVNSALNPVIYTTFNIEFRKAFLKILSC
#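 Agonist mode: compounds and dopamine controls were applied to plated cells for 90 min at 37 degrees C after an overnight attachment at 1500 cells/well. Luminescent read-out followed 30 - 60 minutes at room temperature with DiscoveRx detection reagent.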
# FUS yeast rescue – qHTS for Suppressors of FUS Proteinopathy: Primary screen using FUS-linked yeast assay | 390,000 compounds, 0.24% hits | S. cerevisiae FUS-expressing, growth rescue, OD600, 24 h | Potency, µM (highest dose often 76.6 µM), for inactives: at the top dose growth rescue (activation), usual class: activators | AID 1347120, 2019;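 note: potency is the fitted concentration of half-maximal effect; plate controls were DMSO vehicle for no effect and reference control for full effect; nearly all actives have a fitted effect of over 55% in size; some results filed as inactive show a strong effect at the top dose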
#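 Yeast FUS proteinopathy model; galactose-induced FUS (2%), starting OD 0.005. Cpds in dilution series, 24hr, 30C, 99% humidity. Abs 600 nm growth. Pos ctrl CP55940 (top 92uM final); neg ctrl DMSO.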
# EPAC2 agonist – qHTS for Agonist of cAMP-regulated guanine nucleotide exchange factor 4 (EPAC2): primary screen. 360,000 compounds, 0.079% hits. AID 720711, 2013. EPAC2 activation, biochemical qHTS; response scale: 100% = 6.5 mM cAMP response. Potency, µM (doses to about 154 µM), inactives show top-dose activation, actives largely listed as activators; note: potency is the fitted concentration of half-maximal effect; nearly all actives have a fitted effect of over 50% in size
#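 qHTS, titration series. 100 nM EPAC2 / 250 nM Rap1B-BODIPY-GDP / 50 uM GDP; RT; ex 480/em 540 nm, 5-min reads to 30 min. Norm. to 6.5 mM cAMP = activation.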
# Abeta rescue – qHTS for compounds that reverse cellular toxicity of Amyloid beta (A-beta) peptide in yeast: Primary Screen | Potency, µM (series often up to 46.1 µM), without a hit: at the top dose growth rescue, most hits filed as activators | yeast expressing A-beta42, growth rescue, OD600, 48 h; response scale: 0% DMSO, 100% iron-clioquinol control | 410,000 compounds, 0.063% hits; note: potency is the fitted concentration of half-maximal effect; nearly all actives have a fitted effect of over 55% in size
#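 Yeast growth medium received pinned compounds, then yeast cells expressing toxic A-beta were added; plates incubated at 30 C for 48 hr. Growth read as absorbance at 600 nm, normalized to DMSO and equimolar FeCl3 plus clioquinol controls.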
# DRD3 antagonist – qHTS of D3 Dopamine Receptor Antagonist: qHTS; D(3) dopamine receptor (Homo sapiens), P35462; D3R cells, DiscoveRx beta-arrestin luminescence, antagonist mode; hits give low values; max response, negative = inhibition, %; 360,000 compounds, 2.5% hits; in the data active = max response below about -50%; inconclusive = no clear call, values can overlap the other calls; note: % is set by controls: 0 for no effect and ±100 for the full control effect; mostly tested at two doses, the higher about 12 µM
#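 Cells plated overnight at 1500 cells/well, then exposed to library compounds with dopamine controls for 90 minutes at 37 degrees C. DiscoveRx reagent added for 30–60 minutes at room temperature; luminescence read, quantitative HTS format.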
# TDP43 rescue – qHTS of TDP-43 Inhibitors. TDP-43 expressing yeast growth rescue, BacTiter-Glo, 24 h. Potency, µM (highest dose often 46.1 µM), without a hit: top-dose growth rescue (activation), usual class: activators. 410,000 compounds, 1.8% hits. AID 652104, 2013; note: potency is the fitted concentration of half-maximal effect; % of control where 0% means no effect; nearly all actives have a fitted effect of over 50% in size
#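 Galactose-induced TDP-43 yeast, OD600=0.02, compound pinned; 24 hr, 30 deg C; BacTiter-Glo luminescence for growth. Inhibitors of TDP-43 toxicity read as activators.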
# * = called active by the depositor; ? = inconclusive; . = no result given; [ ] = remark or other dose. Unless noted, calls come from the whole dose curve; as a rule, active = well fitted curve in the direction sought with a large enough effect; inconclusive = small, poorly fitted or top-dose-only effect, or another doubt; inactive = no such curve, though single readings can be large; an effect the other way counts as inactive or inconclusive. Not all compounds are listed; count on the stated rates, not on these rows.
# Values run as follows: EPAC2 antag	aSyn rescue	DRD3 agonist	FUS yeast rescue	EPAC2 agonist	Abeta rescue	DRD3 antagonist	TDP43 rescue
O=C(c1cccc([N+](=O)[O-])c1)N1CCN(CCc2ccncc2)CC1
 : .	.	-10	-3%	.	-12%	.	1%
COc1cccc(CN2CC(C(=O)NCc3ncc(C)[nH]3)CCC2=O)c1 (stereo unspecified)
 : -1%	-3%	0	11%	-2%	12%	0	3%
CCCc1cc(=O)[nH]c(SCc2csc(-c3ccccc3)n2)n1
 : -6%	-15%	2	15%	2%	2%	37	16%
Cn1ccnc1Sc1nc(Nc2cccc(Cl)c2)nc(N2CCOCC2)n1
 : 11%	.	5	-7%	4%	-10%	28	2%
Nc1ncc(-c2cc3ccccc3oc2=O)s1
 : 18%	-9%	-1	?	-11%	-18%	-19	-6%
COc1cc(/C=C2/C(=O)N(c3cccc(Br)c3)N=C2C)cc(OC)c1O
 : -19%	11%	0	19%	2%	12%	8	13%
COCCn1c(C)cc(O)c(C(c2ccccc2Cl)N2CCCCC2)c1=O (stereo unspecified)
 : .	.	-5	-18%	.	12%	.	10%
COc1ccc(S(=O)(=O)N(C)CC(=O)NC2CC2)cc1OC
 : 0%	2%	6	1%	-8%	4%	21	8%
CCc1ccc(NC(=O)CCn2ccnc2C)cc1
 : 12%	-4%	-4	6%	3%	7%	2	-1%
CN(c1ccc(C(=O)N2CCN(c3ccccc3F)CC2)cc1)S(=O)(=O)c1ccccc1
 : -16%	18%	-1	30%	5%	-20%	-13	14%
Cc1nc2c(-c3ccc(F)cc3)c(C)nn2c(C)c1CCC(=O)NCc1ccc(F)cc1
 : .	.	-10	-34%	.	-14%	.	5%
COc1ccc(C(=O)Nc2ccc(Cl)cc2C(=O)NCCO)cc1
 : -4%	2%	-12	13%	0%	-11%	-10	-4%
CC1=C(C(N)=O)C(c2ccc(Cl)cc2Cl)n2ncnc2N1 (stereo unspecified)
 : 9%	-9%	2	13%	5%	18%	8	-2%
Cn1c(=O)c2c(nc(CN3CCN(C(=O)c4ccco4)CC3)n2CC(=O)C(C)(C)C)n(C)c1=O
 : 2%	-7%	-9	10%	2%	7%	-11	-2%
COc1ccc(C)cc1S(=O)(=O)N(CC(=O)NCc1ccco1)c1ccc(C)cc1
 : -6%	1%	1	24%	6%	7%	-4	-15%
O=C(CC1Oc2ccccc2NC1=O)NCCc1ccccc1 (stereo unspecified)
 : -3%	-3%	5	-26%	4%	-10%	19	11%
COC(=O)c1c(-c2ccc(C)cc2)csc1NC(=S)NC(=O)c1cc(OC)cc(OC)c1
 : 7%	-2%	6	.	13%	-1%	8	28%
N#Cc1nc(/C=C/c2ccccc2)oc1NCCCN1CCOCC1
 : 1%	-13%	-5	6%	7%	-4%	-6	-14%
COc1ccc(Cc2nnc(Nc3ccccc3)s2)cc1Br
 : -18%	1%	3	-9%	8%	0%	15	26%
CC(N)c1csc(NC(=O)Nc2cccc(C(F)(F)F)c2)n1 (stereo unspecified)
 : 0%	-9%	-19	-15%	4%	-1%	-54*	18%
CC(C)C(C(=O)Nc1nccs1)c1ccccc1 (stereo unspecified)
 : 7%	12%	1	0%	1%	27%	7	21%
CCOc1ccccc1N1CC(C(=O)Nc2ccc(C(=O)O)cc2)CC1=O (stereo unspecified)
 : 2%	3%	-3	1%	3%	13%	-18	6%
COc1cccc(C2C=C(c3ccc(C)c(C)c3)Nc3nnnn32)c1OC (stereo unspecified)
 : .	.	-5	7%	.	8%	.	22%
Cc1cc(/C=N/n2cnnc2)c(C)n1-c1ccc(OCc2ccccc2F)cc1
 : -16%	?	-5	42%	18%	-54%[inhibitor]	-14	?
CC1=C(C(=O)N2CCCCCC2)CC(CC(=O)NCc2ccco2)C(=O)N1Cc1ccccc1 (stereo unspecified)
 : -28%	4%	2	2%	10%	-8%	6	13%
COc1ccc(OC)c(/C=N/NC(=O)C(=O)NCc2cccnc2)c1
 : -7%	-1%	-5	4%	7%	-1%	-24	-1%
COc1ccc(CCNC(=O)c2cc(-c3ccc(Cl)cc3)on2)cc1OC
 : .	.	-2	-2%	.	-15%	.	1%
CCOC(=O)c1c(N)sc(C(C)=O)c1C
 : 4%	-12%	-5	7%	-6%	-10%	-2	?
COc1ccc(C(=O)N2CCCC2(C#N)c2ccccc2)cc1[N+](=O)[O-] (stereo unspecified)
 : 13%	-3%	2	-20%	-2%	11%	31	16%
CCn1cc([N+](=O)[O-])c(C(=O)Nc2ccn(Cc3ccccc3)n2)n1
 : 6%	16%	-2	.	-14%	16%	6	11%
CCCN(C(=O)CSCc1c(C)noc1C)c1c(N)n(Cc2ccccc2)c(=O)[nH]c1=O
 : 5%	0%	13	5%	1%	8%	3	-20%
CCCCCCN1C[C@@H](n2cc(COC(=O)c3ccccc3)nn2)[C@H](O)C[C@@H]1c1ccc(OC)cc1
 : -14%	8%	-7	18%	9%	5%	-28	0%
NC(=O)c1ncn([C@@H]2O[C@H](CNCc3cnc(N4CCOCC4)s3)[C@@H](O)[C@H]2O)n1
 : 1%	6%	0	-8%	5%	1%	-19	8%
O=C(O)c1ccc(Nc2nc(-c3cccnc3)cs2)cc1
 : 9%	-12%	-16	19%	19%	-3%	-5	-7%
CCOC(=O)C1CCN(C(=O)CNC(=O)OC(C)(C)C)CC1
 : 6%	-21%	-3	-2%	4%	0%	-2	-4%
Cn1c(SCCCC(=O)c2ccc(F)cc2)nnc1-c1ccncc1
 : 7%	7%	6	-7%	0%[15.6 µM]	22%	27	12%
O=C(CN1C(=O)C2C3CCC(C3)C2C1=O)Oc1ccc2ccccc2c1 (stereo unspecified)
 : -13%	2%	2	2%	13%	-3%	11	3%
COc1ccc(S(=O)(=O)Nc2ccc3c(c2)n(C)c(=O)n3C)cc1C
 : ?	-1%	-2	-15%	11%	-14%	2	-15%
C=CCn1c(SCC(=O)c2cc(C)n(CC3CCCO3)c2C)nnc1-c1ccccc1 (stereo unspecified)
 : -3%	1%	6	?	4%	6%	15	-4%
O=C(Cn1ncc2c3ccccc3n(Cc3ccccc3)c2c1=O)N1CCCCCC1
 : .	.	-1	-30%	.	12%	.	?

# Profiles, looked up by structure. Order of screens: EPAC2 antag | aSyn rescue | DRD3 agonist | FUS yeast rescue | EPAC2 agonist | Abeta rescue | DRD3 antagonist | TDP43 rescue
# Entry for COc1ccc(Cc2nnc(Nc3ccccc3)s2)cc1Br = -18% | 1% | 3 | -9% | 8% | 0% | 15 | 26%
# Entry for CCn1cc([N+](=O)[O-])c(C(=O)Nc2ccn(Cc3ccccc3)n2)n1 = 6% | 16% | -2 | . | -14% | 16% | 6 | 11%

# (continued)
# Values run as follows: EPAC2 antag	aSyn rescue	DRD3 agonist	FUS yeast rescue	EPAC2 agonist	Abeta rescue	DRD3 antagonist	TDP43 rescue
Cc1ccc(-c2noc(-c3ccccc3OCC(=O)Nc3ccccc3[N+](=O)[O-])n2)cc1
 : .	.	4	-2%	.	-13%	.	13%
CC(=O)C1=NOC(CNC(=O)c2c(-c3ccccc3Cl)noc2C)C1 (stereo unspecified)
 : 14%	-9%	-14	37%	16%	-11%	-13	-17%
Nc1nc(N)c(S(=O)(=O)c2ccccc2)c(Nc2ccccc2)n1
 : .	-19%	-4	-10%	.	-9%	.	12%
O=C(Nc1cccc2c1CCCC2)c1cc([N+](=O)[O-])cc([N+](=O)[O-])c1
 : -1%	-1%	-14	.	3%	0%	-5	7%
CC(NCc1ccc(N(C)C)cc1)C1CC2CCC1C2 (stereo unspecified)
 : 4%	-3%	-5	19%	3%	21%	-70*	2%
O=C(O)C1(Nc2ccccc2Cl)CCCC1
 : 13%	5%	8	-18%	0%	28%	7	?
CCOc1cc(/C=C2/SC(=S)NC2=O)ccc1OC(=O)c1ccco1
 : 35µM*	1%	6	20%	3%	4%	6	-5%
Cc1c(N2C(=O)/C(=C\c3ccc(N(C)C)cc3)N(C)C2=S)c(=O)n(-c2ccccc2)n1C
 : -28%	-8%	-4	33%	14%	-16%	-12	-6%
CN(C)CCN1C(=O)C(O)=C(C(=O)c2cc3ccccc3o2)C1c1ccc(N(C)C)cc1 (stereo unspecified)
 : 2%	1%	2	10%	-3%	-18%	-4	10%
CCN(CC)CCn1c(N)c(S(=O)(=O)c2ccccc2)c2nc3ccccc3nc21
 : -13%	?	-5	-7%	12%	-24%	?	-6%
C[C@H]1C=C(C(=O)NCc2nc3ccccc3[nH]2)O[C@@H](OCCCCO)C1
 : 10%	-2%	-2	-11%	3%	-9%	5	17%
COc1ccc(CC(=O)NC2CCS(=O)(=O)C2)cc1 (stereo unspecified)
 : 22%	-1%	1	-10%	2%	15%	4	-12%
C/C(=N\Nc1nc(C)cc(-c2ccccc2)n1)c1ccc(O)cc1
 : -8%	-4%	8	6%	-5%	14%	16	0%
COc1ccc(Cl)cc1NC(=O)[C@@H]1CCCN1C(=O)c1cccs1
 : 0%	11%	6	.	13%	12%	0	14%
O=C(Cc1ccccc1[N+](=O)[O-])OCC(=O)N1CCN(c2ccccc2)CC1
 : 3%	8%	-2	15%	0%	12%	3	-6%
COc1ccc(Cl)cc1NC(=O)CNc1ccccc1F
 : 2%	3%	-2	55%	3%	2%	-9	?
CC1(C)CN(c2ccccc2)C(=O)[C@H]1CC(=O)Nc1ccccc1
 : 6%	-9%	7	-7%	1%	9%	9	?
CCOc1cccc(C(=O)Nc2cccc(-c3nnc(-c4ccccc4)o3)c2)c1
 : -1%	0%	39*	12%	-3%	-1%	51	-7%
Cc1cc(C2=NNC(=Nc3ccccc3)SC2)c(C)n1C
 : 2%	-10%	4	-23%	-5%	0%	2	0%
Cc1ccc(N(CCC#N)C(=O)COC(=O)C2CCN(S(=O)(=O)c3ccc(C)c(C)c3)CC2)cc1
 : -2%	4%	1	32%	0%	11%	-1	-13%
CCCNC(=O)Nc1nccs1
 : 7%	5%	2	3%	5%	1%	17	-6%
